# COUP-TFII inh = NR2F2 (human) inhibition, primary screen; AID 686940; P24468; 370,000 tested, 0.7% active; inhibition, % at 8.6 µM; HEK293T NGFI-A luciferase reporter, luminescence;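 active means inhibition above a per-plate cutoff, mean inhibition of test wells between control levels plus 3 SD, cut at about 38% in these data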;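 further: cells cotransfected with COUP-TFII expression vector driving the NGFI-A reporter; 0% = median of COUP-TF2 test wells and 100% = reporter-only cells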
# TLR9-MyD88 block = TLR9-MyD88 interaction inhibition; 340,000 tested, 0.21% active; inhibition, % at 4.98 µM; CHO BLA complementation TLR9-MyD88, CCF4 FRET ratio; Q9NR96+Q99836;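 active means inhibition above the mean over all tested compounds plus 3 SD, cut at about 21% in these data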;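 further: 0% = DMSO only wells and 100% = clavulanate BLA inhibitor control wells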
# NCOA1 inh = inhibitors of human steroid receptor coactivator 1 (SRC1) | Q15788 | HEK293 GAL4-SRC1 luciferase reporter, luminescence | inhibition, % at 3.6 µM | 360,000 tested, 0.12% active | AID 588354;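 active means inhibition above the campaign mean plus 3 SD, with each screening campaign given its own cutoff, cut at about 60% in these data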;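 further: 0% = DMSO treated cells and 100% = gossypol at 36 µM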
# LMP1 NFkB inh = inhibitors of Epstein-Barr LMP1-induced NF-kappaB reporter | 350,000 tested, 0.69% active | inhibition, % at 12.5 µM | LMP1-induced NF-kappaB luciferase reporter cells, luminescence | AID 504558; in the data active means inhibition above about 41%;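 further: 0% = neutral control wells and 100% = reference inhibitor control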
# NOD2-RIPK2 inh = blocks binding of human NOD2 to RIPK2 | O43353 | CHO BLA complementation NOD2-RIPK2, CCF4 ratio | inhibition, % at 4.98 µM | 360,000 tested, 0.38% active | AID 624267; in the data active means inhibition above about 21%;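 further: 0% = vehicle only and 100% = reference blocker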
# Target sequence (O43353 whole entry, looked up): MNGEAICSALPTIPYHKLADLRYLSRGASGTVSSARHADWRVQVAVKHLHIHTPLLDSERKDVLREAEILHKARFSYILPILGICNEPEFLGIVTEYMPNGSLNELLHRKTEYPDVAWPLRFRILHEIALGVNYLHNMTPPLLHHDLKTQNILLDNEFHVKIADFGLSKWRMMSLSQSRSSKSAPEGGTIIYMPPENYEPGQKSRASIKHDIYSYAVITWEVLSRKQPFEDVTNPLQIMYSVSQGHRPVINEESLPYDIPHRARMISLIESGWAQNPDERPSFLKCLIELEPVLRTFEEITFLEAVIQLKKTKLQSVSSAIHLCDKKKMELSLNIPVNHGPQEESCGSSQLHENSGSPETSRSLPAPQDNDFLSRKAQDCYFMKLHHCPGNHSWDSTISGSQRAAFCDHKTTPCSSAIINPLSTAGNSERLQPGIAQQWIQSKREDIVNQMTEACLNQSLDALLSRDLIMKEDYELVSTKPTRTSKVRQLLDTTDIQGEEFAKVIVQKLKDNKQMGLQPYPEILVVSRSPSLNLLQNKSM
# TRAIL sens C8 = caspase-8 TRAIL sensitization; NB7+C8 cells + TRAIL, ATPlite viability luminescence; inhibition (viability loss, TRAIL sensitization), % at 10 µM; 360,000 tested, 1% active; AID 624354;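 active means compounds causing at least 50% loss of cell viability in the single-dose screen, relative to plate controls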
# TROY signal inh = TROY signaling inhibition | Q293 LMP1-TROYcd NF-kB luciferase reporter, 4 h | inhibition, % at 10 µM | 360,000 tested, 0.98% active | AID 1347056;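 active means compounds whose plate-normalised and pattern-corrected inhibition of the luciferase reporter signal at the single screening dose is 50% or more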
# SRC2 inh = human SRC2 (NCOA2) inhibition; Q15596; HEK293 GAL4-SRC2 luciferase reporter, luminescence; inhibition, % at 9 µM; 370,000 tested, 0.17% active; AID 651957;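 active means inhibition above the mean inhibition of all tested compounds plus 3 SD, set per campaign, cut at about 52% in these data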;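 further: 0% = DMSO treated cells and 100% = cells given Gossypol at 36 µM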
# TWEAK Fn14 block = TWEAK-Fn14 signaling inhibition; TWEAK-stimulated Fn14 reporter cells, luciferase luminescence, 8 h; inhibition, % at 10 µM; 360,000 tested, 2% active; AID 1159606; in the data active means inhibition above about 50%
# SRC3 inh = inhibits human SRC3 coactivator; inhibition, % at 3.6 µM; 360,000 tested, 0.17% active; Q9Y6Q9; HEK293 GAL4-SRC3 luciferase reporter, luminescence;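 active means inhibition above a per-campaign cutoff, the mean of all compounds plus 3 SD, cut at about 60% in these data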;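 further: 0% = DMSO-treated cells and 100% = gossypol-treated cells at 36 µM; higher means less SRC3-driven luciferase light from the GAL4 reporter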
# NR5A2 inv ag = inverse agonists of human LRH-1 (NR5A2) | O00482 | HEK293T StAR-luciferase reporter, LRH-1 transfected, 24 h | inhibition, % at 3.6 µM | 360,000 tested, 0.13% active | AID 602396;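 active means inhibition above the mean inhibition of all tested compounds plus 3 SD, cut at about 73% in these data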;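 further: 0% = DMSO wells and 100% = reporter-only cells lacking LRH-1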
# Target sequence (O00482 whole entry, looked up): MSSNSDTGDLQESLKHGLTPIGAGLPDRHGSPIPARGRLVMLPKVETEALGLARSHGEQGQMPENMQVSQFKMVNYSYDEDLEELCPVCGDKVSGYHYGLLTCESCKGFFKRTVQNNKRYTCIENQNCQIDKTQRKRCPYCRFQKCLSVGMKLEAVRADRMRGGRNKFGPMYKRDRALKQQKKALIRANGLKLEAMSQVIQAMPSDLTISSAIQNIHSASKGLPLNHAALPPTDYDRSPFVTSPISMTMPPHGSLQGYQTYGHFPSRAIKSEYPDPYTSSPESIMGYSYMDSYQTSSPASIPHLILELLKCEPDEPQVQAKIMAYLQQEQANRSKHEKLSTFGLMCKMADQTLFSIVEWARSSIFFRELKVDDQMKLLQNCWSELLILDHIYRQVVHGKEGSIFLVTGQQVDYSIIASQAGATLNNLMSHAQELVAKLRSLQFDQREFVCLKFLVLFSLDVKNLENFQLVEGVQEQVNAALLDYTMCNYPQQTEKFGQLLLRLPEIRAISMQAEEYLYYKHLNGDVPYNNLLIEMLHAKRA
# Numbers without * were called inactive; . = no result given. Some of the compounds tested; rates above refer to the full screens.
SMILES,COUP-TFII inh,TLR9-MyD88 block,NCOA1 inh,LMP1 NFkB inh,NOD2-RIPK2 inh,TRAIL sens C8,TROY signal inh,SRC2 inh,TWEAK Fn14 block,SRC3 inh,NR5A2 inv ag
CC(NC(=O)CSc1ncccc1C(=O)O)C1CC2CCC1C2 (stereo unspecified),0.9,-5.7,1.3,-12.4,8.9,7.5,4.9,9.0,-12.3,18.1,6.0
COC(=O)C1=C(C)NC(=O)NC1c1ccccc1 (stereo unspecified),10.1,-0.2,-152.7,0.5,3.2,7.9,6.2,0.9,9.7,1.1,-1.2
CC[C@]1(C(=O)OC)[C@H]2C(=O)N(C)C(=O)[C@H]2[C@H]2CN=C(SCc3ccccc3)N21,-7.5,-4.7,-9.6,-6.0,1.2,7.8,-15.1,7.4,11.9,0.1,-10.6
CSCCC(=O)NC1CCCN(CCc2ccccc2)C1 (stereo unspecified),-4.6,-8.8,-1.6,3.3,-0.5,-4.6,10.3,-6.7,-1.7,14.5,-0.3
COc1ccc2[nH]cc(/C=N/NS(=O)(=O)c3ccc(C)cc3)c2c1,24.6,-3.8,-4.4,9.6,-1.6,28.6,10.9,19.9,37.2,13.2,-0.1
Cc1ccc2nc3c(cc(C(=O)NCCN4CCOCC4)c(=N)n3CCCN3CCOCC3)c(=O)n2c1,.,-8.1,-1.1,5.3,-16.1,11.8,8.9,.,4.8,1.6,9.5
COC(=O)C1=C(C)NC(=O)NC1c1ccc(OC(=O)c2ccco2)cc1 (stereo unspecified),-14.4,-5.9,-0.8,2.8,3.0,-19.9,12.8,-8.3,-23.3,10.2,2.1
COc1ccccc1N(CC(=O)Nc1cc(C)on1)S(=O)(=O)c1ccc(Cl)cc1,0.9,-12.7,10.6,-1.6,-5.6,11.0,-0.6,-6.7,5.0,0.5,-4.3
CCOC(=O)c1c(NC(=O)C2COc3ccccc3O2)sc2c1CC(C)(C)NC2(C)C (stereo unspecified),2.9,-4.3,5.7,-11.0,5.1,7.9,8.6,10.3,16.1,11.5,-14.0
CN1CCC(NC(=O)Cc2c(F)cccc2Cl)CC1,-3.7,-7.2,1.2,-7.2,-1.5,1.5,-8.2,-18.5,-13.1,-4.4,-10.2
CCOc1ccccc1C(=O)N1CCN=C1SC,-12.1,3.9,-6.9,4.3,-2.7,-0.9,-35.3,-5.3,-0.8,14.1,-1.3
Cc1ccc(C)c(NC(=O)CCN2CC(C)CC(C)C2)c1 (stereo unspecified),1.1,-3.1,-2.3,-9.1,1.9,-3.7,2.2,8.8,-10.1,-23.0,-5.9
O=C1CN(C(=O)c2c(F)cccc2F)C(c2ccc(F)cc2)c2cc(Br)ccc2N1 (stereo unspecified),15.4,-3.3,5.1,-2.9,-7.6,-8.0,-24.9,1.9,12.0,-29.9,6.1
O=S(=O)(c1ccc(-c2n[nH]c(=S)o2)cc1)N1CCCCC1,-4.5,-3.8,-0.8,-2.0,-3.9,4.3,4.0,-51.5,15.5,-5.2,8.3
CC1(C(=O)NCc2ccccc2Br)CCN1Cc1ccc(-c2ccccc2)o1 (stereo unspecified),-10.8,.,-4.0,.,-1.0,-2.0,45.1,6.3,13.7,10.9,4.4
CN1C2=CC=CC=CC2=[N+](C)C12C([N+](=O)[O-])=CC(=[N+]([O-])[O-])C=C2[N+](=O)[O-] (stereo unspecified),12.9,.,-18.7,-50.0,-5.0,26.5,-20.4,-27.7,60.8*,13.3,-1.0
CCCN(C(=O)c1ccco1)c1nnc(-c2ccccc2C)s1,-7.0,-10.9,-19.8,7.4,-6.0,17.1,-89.5,-39.0,-21.4,-45.0,-74.6
CCN1CCN(CCCNC(=O)CCC(=O)N2CC(C)Oc3ccc(C)cc32)CC1 (stereo unspecified),-12.1,-1.1,7.6,1.7,0.7,-0.1,10.6,-7.3,-21.1,-8.8,-25.5
CCC1Sc2ccccc2N(CC(=O)NCc2ccccc2OC)C1=O (stereo unspecified),-12.2,7.3,8.1,-10.1,-3.0,-5.8,-16.6,2.4,-5.4,2.3,-5.9
Cn1c(=O)oc2cc(S(=O)(=O)Nc3ccc4c(c3)OCCO4)ccc21,7.3,-3.4,15.6,12.3,-11.1,3.2,5.1,29.3,65.5*,-0.7,11.6
Cc1ccc(S(=O)(=O)N2CCN(CCc3ccncc3)CC2)cc1,-7.4,4.1,11.8,1.8,-4.4,-12.2,-1.4,-15.2,6.2,8.5,5.3
Cc1ccc(N=Nc2c(C)[nH]n(-c3ccccc3)c2=O)cc1,19.5,-5.1,-43.2,-14.9,-0.7,1.6,-65.7,25.9,6.9,-7.3,18.2
O=C(CSc1nnc(C2CC2)n1C1CC1)Nc1cccc(Br)c1,-5.5,-6.7,-3.8,7.0,-0.9,-2.1,-1.6,-23.9,-13.5,2.7,-19.0
O=C(Nc1cccc(F)c1)NC1(C(=O)NCC2CCCO2)CCCCC1 (stereo unspecified),-4.9,-10.2,1.8,-6.8,-5.4,-27.1,18.5,-0.5,-8.6,12.3,-2.2
COc1ccc(C2c3c(ccc4ccccc34)Oc3ncn4nc(Cc5ccccc5)nc4c32)cc1OC (stereo unspecified),-0.4,0.5,-10.3,3.5,13.7,-11.6,-3.2,-2.9,-0.3,-8.4,14.6
CCOc1ccc(Cc2c(Cl)nc(SC)nc2OC)cc1,-14.7,-5.0,-26.9,-1.0,-6.4,10.7,-28.9,-27.3,-11.9,6.5,6.8
COc1ccc(C)cc1S(=O)(=O)N(CC(=O)NCc1ccc(Cl)cc1)Cc1ccccc1,12.7,-1.6,-13.9,-3.1,1.2,-3.5,11.3,-7.1,13.1,2.8,-10.0
CCN(CC)CCOC(=O)c1ccc(NC(=O)CNC(=O)c2ccccc2)cc1,16.1,-2.4,-39.0,-9.4,-2.5,5.7,15.5,-22.1,13.3,1.7,-1.9
O=C(CN1C(=O)NC(c2ccccc2)(c2ccccc2)C1=O)N1CCOCC1,19.6,-7.2,-0.8,-3.3,-11.2,10.2,6.6,-64.3,9.0,7.8,-17.4
Cc1cc(C)n(-c2ccc(C(=O)OCC(=O)Nc3cc(Cl)ccc3[N+](=O)[O-])cc2)n1,-2.5,-4.1,-13.2,-6.0,-6.5,6.1,-3.0,-19.6,-14.5,6.0,-0.1
O=C(NCc1ccco1)c1ccccc1NS(=O)(=O)c1cccs1,-7.8,-4.0,6.8,2.0,4.4,-19.3,6.0,-13.1,-7.2,-10.5,-1.4
COc1ccc(S(=O)(=O)N(C)c2ccc(C(=O)N3CCCC3)cc2)cc1,5.1,-10.1,-26.1,-4.9,-10.3,0.8,34.6,8.6,5.1,0.1,-8.6
COc1ccc(CNS(=O)(=O)CCNCCc2ccccc2)cc1,1.4,-3.1,7.3,-26.5,-7.9,7.3,-6.4,4.0,-4.8,-17.4,-5.7
CCN(CC(=O)Nc1cc(S(=O)(=O)N2CCCCC2)ccc1C)Cc1ccccc1,7.3,-3.0,-8.6,11.7,-9.5,1.8,19.7,15.1,10.1,-7.5,0.2
CCOc1ccc(C(=O)NNC(=O)c2cc(C)oc2C)cc1,-2.2,-2.3,-12.1,0.5,-7.8,7.3,3.9,-41.0,-6.2,6.4,1.4
CC(C)NC(=O)[C@@H]1CSC2c3ccccc3C(=O)N21 (stereo partly specified),-3.0,0.8,3.3,.,1.9,2.9,-11.3,19.9,18.2,2.2,4.6
COc1ccc(-c2oc3ncn(CCN4CCOCC4)c(=N)c3c2-c2ccc(OC)cc2)cc1,-10.0,-8.2,-20.2,2.3,1.2,7.4,-16.1,0.3,-7.1,-6.6,-8.9
c1ccc(OCC2CCNCC2)nc1,3.8,6.3,-8.3,-9.9,-8.8,5.5,1.8,19.1,7.9,-4.6,8.8
Cc1cc(NC(=O)CSc2cn(CCNC(=O)c3ccc(F)cc3)c3ccccc23)no1,23.8,1.5,-19.0,11.1,-5.8,-3.7,5.5,15.7,-11.4,14.5,9.0
Cc1noc(C)c1COC(=O)c1csc2c1CCCC2,5.8,-4.1,0.4,4.8,2.5,3.9,3.7,-4.0,-14.7,-12.2,-16.5
COc1ccc(NC(=O)CNC(=O)c2nn(-c3ccc(OC)c(Cl)c3)c(=O)c3ccccc23)c(OC)c1,-3.8,-10.6,-4.0,9.5,-11.6,3.0,12.2,-31.6,17.2,2.5,13.5
CC(=O)Nc1ccc(N2C(=O)CSC2c2cccc([N+](=O)[O-])c2)cc1 (stereo unspecified),-9.5,-10.7,-17.0,2.3,-0.1,-2.8,-6.7,-2.9,-22.8,0.7,-9.7
CCCCn1c(N)c(N(CCOC)C(=O)COC(=O)COc2c(C)cccc2C)c(=O)[nH]c1=O,-25.0,6.7,-9.1,-2.9,-13.6,-8.6,-3.5,9.3,11.9,8.8,-8.1
CC(C)CCC1(C)NC(=O)N(CC(=O)c2ccc[nH]2)C1=O (stereo unspecified),-19.2,-3.7,-0.5,1.8,-1.6,-11.7,-18.3,-3.6,6.4,-25.9,-16.8
CC(C)(C)c1ccc(C(=O)NC(=S)NCc2ccco2)cc1,-1.9,1.9,-5.8,-50.8,1.1,21.9,-34.3,-22.1,-37.1,-13.1,-16.1
CCc1ccccc1NC(=O)NCCN1CCCCC1,-5.3,-8.6,3.6,1.8,8.1,9.8,9.9,-6.4,4.8,9.2,0.5
O=C(CN1C(=O)c2ccccc2S1(=O)=O)NC1CCCC1,-8.7,-12.6,6.5,-11.2,-2.1,-5.0,-32.7,3.6,1.1,-3.0,-0.9
Cc1ccc(C(=O)N/C(=C\c2ccc(F)cc2)C(=O)NCCN2CCOCC2)cc1,4.7,8.7,-19.7,-7.8,-0.1,-1.7,-6.0,-5.3,3.0,-11.9,1.8
O=C(C=C=Nc1ccccc1)C(=O)N=C=Cc1ccccc1,-35.8,4.7,2.6,-9.9,27.8*,4.1,50.8*,-8.9,85.7*,-3.8,0.7
COc1ccc(/C=N\NC(=O)c2cc(O)c(O)c(O)c2)cc1CN1CCN(c2ccc(F)cc2)CC1,-3.0,-4.9,-6.4,0.7,-3.5,-1.8,-11.8,-36.3,-13.9,4.7,6.1
Cc1nc(S/C(=C/c2ccc(-c3ccc(Cl)cc3)o2)C(=O)O)n[nH]1,4.1,-15.0,-5.5,-9.5,-0.9,-4.3,-13.9,-2.9,-19.6,0.4,10.4
O=C1NC[C@H](CCCCN2C[C@H](Cc3ccccc3)N(Cc3ccccc3)C(=O)C2=O)N(CCc2ccccc2)C1=O,28.3,.,.,.,1.4,0.5,7.6,-5.8,17.0,.,-4.1
Cc1occc1C(=O)NCc1ccccc1,6.7,5.5,-2.2,5.9,3.4,2.6,1.5,-4.6,-4.6,-2.5,-6.7
O=C(C=Cc1ccc2c(c1)OCO2)c1ccccc1,-28.6,8.3,-35.4,-4.5,-9.3,1.5,-47.4,-56.6,-11.3,-36.1,-39.6
CCOc1cc(/C=N/O)ccc1OCc1ccccc1F,-3.4,-1.2,-12.7,-2.4,-15.0,-3.5,-22.6,-32.5,-11.6,12.8,-15.8
